BLM helicase inh – Bloom syndrome helicase (human) inhibition. P54132. Potency, µM (highest dose often 56.1 µM), inactives show at the top dose activity change, negative = inhibition, actives largely listed as inhibitors. 0.2% of 350,000 active. recombinant BLM DNA unwinding, fluorescence dequenching. AID 2528;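 also: plate controls were vehicle for no effect and no enzyme for full effect; nearly all actives have a fitted effect of over 35% in size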
G9a inh – inhibitors of human histone lysine methyltransferase G9a; 8.8% of 350,000 active; Q96KQ7; Potency, µM (top dose mostly 102 µM), without a hit: top-dose activity, negative = inhibition, actives largely listed as inhibitors; G9a H3K9 monomethylation, AlphaScreen, 2 h; also: % is scaled to controls: 0 for no effect and ±100 for the full control effect; nearly all actives have a fitted effect of over 75% in size
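Readings reflect AlphaScreen signal from monomethyl-H3K9 antibody detection. HMT at 20 nM; substrate b-H3K9 500 nM; cofactor SAM 20 uM; 2 h RT reaction; compounds tested as titrations in qHTS with 15 min preincubation.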
PGK inhibitor – blocks T. brucei phosphoglycerate kinase; PGK/GAPDH coupled, Kinase-Glo luminescence, 60 min; P07378; Potency, µM (series often up to 57.5 µM), inactives show top-dose activity change, negative = inhibition, usual class: inhibitors; 0.043% of 380,000 active; AID 602233; also: % is scaled to controls: 0 for no effect and ±100 for the full control effect; nearly all actives have a fitted effect of over 60% in size
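Luminescent ATP detection (Kinase-Glo Plus) follows a 60-minute room-temperature incubation, with wells lacking PGK as controls. Buffer: 100 mM TEA (pH 7.6), 5 mM MgCl2, 0.01% Tween-20. Coupling enzyme GAPDH (100 nM final) supplies unstable 1,3-BPG in-well.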
HP1b chromo inh – HP1-beta chromodomain-methylated histone interaction inhibition. P83916. AlphaScreen HP1-beta / biotin-H3K9me3 peptide binding. Potency, µM (top dose mostly 114 µM), for the others: at the highest dose activity change, negative = inhibition, actives largely listed as inhibitors. 0.56% of 390,000 active. AID 540317; also: nearly all actives have a fitted effect of over 70% in size; inactives centre near 23
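AlphaScreen: HP1-beta (50 nM) preformed 30 min with biotin-H3(1-18)K9me3 peptide (50 nM) in PBS pH 7.4, 0.01% Tween-20. Compound added for 30 min at RT, then streptavidin donor/nickel chelate acceptor beads (10 ug/mL) for 30 min.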
POLI inh – inhibitors of human DNA polymerase iota. Q9UNA4. Pol iota fluorescent replication assay, 10 min. Potency, µM (highest dose often 115 µM), without a hit: at the top dose activity, negative = inhibition, hits mostly inhibitors. 1% of 390,000 active. AID 588590
Target sequence (Q9UNA4 whole entry, looked up): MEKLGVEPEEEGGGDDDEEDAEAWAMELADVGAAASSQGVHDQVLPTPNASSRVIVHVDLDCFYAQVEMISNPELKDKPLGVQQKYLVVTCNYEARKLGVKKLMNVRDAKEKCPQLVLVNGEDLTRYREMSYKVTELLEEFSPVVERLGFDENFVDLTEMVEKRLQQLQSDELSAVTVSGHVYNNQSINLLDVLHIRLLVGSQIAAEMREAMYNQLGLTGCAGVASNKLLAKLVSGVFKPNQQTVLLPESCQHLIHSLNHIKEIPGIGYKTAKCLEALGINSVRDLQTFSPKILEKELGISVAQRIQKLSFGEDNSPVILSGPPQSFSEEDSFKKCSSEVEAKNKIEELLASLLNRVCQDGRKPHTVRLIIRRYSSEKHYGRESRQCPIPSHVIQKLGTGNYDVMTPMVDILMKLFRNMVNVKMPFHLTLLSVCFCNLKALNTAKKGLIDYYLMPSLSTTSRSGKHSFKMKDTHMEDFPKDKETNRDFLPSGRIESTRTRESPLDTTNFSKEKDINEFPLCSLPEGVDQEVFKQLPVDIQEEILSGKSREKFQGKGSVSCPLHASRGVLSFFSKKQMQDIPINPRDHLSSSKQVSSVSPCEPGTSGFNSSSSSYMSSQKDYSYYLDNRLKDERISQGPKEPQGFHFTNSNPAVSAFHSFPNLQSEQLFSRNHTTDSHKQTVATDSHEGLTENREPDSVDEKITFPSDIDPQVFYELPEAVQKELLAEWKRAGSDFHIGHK
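Fluorescent replication assay read twice, at 0 min and 10 min after adding 50 nM (final) substrate. Enzyme (10 nM) and compounds were first incubated 15 min at room temperature; enzyme-free buffer wells were negative controls.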
GLS inhibitor – blocks human kidney-isoform glutaminase activity | GLS enzymatic activity, qHTS titration | AID 624170 | 0.21% of 410,000 active | Potency, µM (top dose mostly 45.5 µM), for the others: at the top dose activity change, negative = inhibition, most hits filed as inhibitors; also: % is scaled to controls: 0 for no effect and ±100 for the full control effect
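Human kidney-isoform GLS in 45 mM KH2PO4 pH 8.2, 0.02% Tween-20, with compound, started with 1mM L-Glutamine (added stock). Glutamate oxidase/HRP/Amplex red coupled fluorescence read at start and after 30 min at RT.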
JMJD2A Tudor – blocks the human JMJD2A Tudor domain; AlphaScreen JMJD2A-Tudor / H3K4me3 peptide binding; Potency, µM (series often up to 114 µM), for inactives: at the highest dose activity change, negative = inhibition, hits mostly inhibitors; 4.4% of 390,000 active; AID 504339; also: % is scaled to controls: 0 for no effect and ±100 for the full control effect; nearly all actives have a fitted effect of over 50% in size
BAZ2B inh – blocks human BAZ2B. Potency, µM (top dose mostly 114 µM), for inactives: at the highest dose activity change, negative = inhibition, hits mostly inhibitors. 4.4% of 360,000 active. AID 504333. AlphaScreen BAZ2B-H3K14Ac peptide displacement. Q9UIF8; also: % is scaled to controls: 0 for no effect and ±100 for the full control effect; nearly all actives have a fitted effect of over 60% in size
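AlphaScreen luminescence quantifies BAZ2B engagement of H3K14Ac peptide; the protein and biotinylated peptide are both at 50 nM final, buffer PBS pH 7.4 with 0.01% Tween-20, all steps at room temperature.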
Pin1 inhibitor – blocks the human prolyl isomerase Pin1 | Q13526 | Pin1 FP peptide displacement, HiFluor488, 10 min | Potency, µM (doses to about 115 µM), inactives show at the top dose activity, negative = inhibition, actives largely listed as inhibitors | 0.009% of 390,000 active | AID 504891; active = well fitted inhibition curve with a large enough effect in the polarisation, with a control signal flat, not every such curve was filed as active; inconclusive = small, poorly fitted or top-dose-only effect, or effect the other way, or a change in a side signal; inactive = no such curve, though single readings can be large or run the other way; the % refers to the polarisation; also: % is scaled to controls: 0 for no effect and ±100 for the full control effect
Target sequence (Q13526 whole entry, looked up): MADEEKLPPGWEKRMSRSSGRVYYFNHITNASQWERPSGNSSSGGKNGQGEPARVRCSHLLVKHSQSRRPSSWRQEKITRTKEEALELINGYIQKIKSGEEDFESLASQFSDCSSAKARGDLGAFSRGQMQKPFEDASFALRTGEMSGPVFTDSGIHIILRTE
The depositor's hits bear a star; [ ] = another dose, or the depositor's remark. Unless noted, calls follow the shape of the dose curve; as a rule, active = well fitted curve in the direction sought with a large enough effect; inconclusive = small, poorly fitted or top-dose-only effect, or another doubt; inactive = no such curve, though single readings can be large; an effect the other way counts as inactive or inconclusive. Potency is read from the fitted curve at half-maximal effect. A portion of the library. The share of hits here may be higher or lower than overall.

What do the screens show for `CC(C)(C)c1ccc(C(=O)N2CCCC2c2cccs2)cc1` (centres undefined)?
BLM helicase inh: -3%; G9a inh: 68%[activator]; PGK inhibitor: inactive; HP1b chromo inh: 71%[activator]; POLI inh: 46%[activator]; GLS inhibitor: -5%; JMJD2A Tudor: -5%; BAZ2B inh: 8%; Pin1 inhibitor: 10%

Results for CSc1cccc(CNC(=O)C2CCC(=O)N(CCc3ccccn3)C2)c1 (centres undefined) ?
BLM helicase inh: 1%; PGK inhibitor: 5%; HP1b chromo inh: 13%; POLI inh: 23%; GLS inhibitor: 4%; JMJD2A Tudor: -12%; BAZ2B inh: -1%; Pin1 inhibitor: -5%

How did O=C(CN(c1ccc(Cl)c(C(F)(F)F)c1)S(=O)(=O)c1ccccc1)N1CCOCC1 do in these assays?
BLM helicase inh: -3%; G9a inh: 14%[59 µM]; PGK inhibitor: inactive; HP1b chromo inh: 22%; POLI inh: -4%; GLS inhibitor: 1%; JMJD2A Tudor: -4%; BAZ2B inh: 16%; Pin1 inhibitor: 13%

Results for COC(=O)c1ccsc1NC(=O)CCS(=O)(=O)c1ccccc1 ?
BLM helicase inh: -2%; G9a inh: inconclusive; PGK inhibitor: -5%; HP1b chromo inh: 50%[activator]; POLI inh: -6%; GLS inhibitor: -9%; JMJD2A Tudor: 0%; BAZ2B inh: inconclusive; Pin1 inhibitor: inconclusive

What do the screens show for `Cc1ccccc1-n1nnnc1SC(C)C(=O)Nc1ccc(N2CCN(C)CC2)cc1` (centres undefined)?
BLM helicase inh: 3%; G9a inh: -8%[12.7 µM]; PGK inhibitor: 0%; HP1b chromo inh: -1%; POLI inh: 38%[activator]; GLS inhibitor: 35%[activator]; JMJD2A Tudor: inconclusive; BAZ2B inh: inconclusive; Pin1 inhibitor: 4%

How did O=C(COc1ccc(S(=O)(=O)NC2CCCC2)cc1)NCC1CCCO1 (centres undefined) do in these assays?
BLM helicase inh: 2%; PGK inhibitor: -3%; HP1b chromo inh: 31%; POLI inh: 42%; GLS inhibitor: 13%; JMJD2A Tudor: -9%; BAZ2B inh: -6%; Pin1 inhibitor: -3%

Results for CCc1ccc(NC(=O)c2c(Cl)nc(C)c(Cl)c2C)cc1 ?
BLM helicase inh: 1%; G9a inh: 3%[59 µM]; PGK inhibitor: 5%; HP1b chromo inh: 37%; POLI inh: 111%[activator]; GLS inhibitor: 58%[activator]; JMJD2A Tudor: 10%; BAZ2B inh: 8%; Pin1 inhibitor: -3%

Results for Cc1ccc(C=NNC(=O)c2cc(-c3cccnc3)nc3ccccc23)o1 ?
PGK inhibitor: -10%; HP1b chromo inh: -4%; POLI inh: -2%; GLS inhibitor: -5%; JMJD2A Tudor: -35%; Pin1 inhibitor: 1%

What do the screens show for `O=C(Nc1ccc2c(c1)OCCO2)C1CCN(S(=O)(=O)c2cccc3nsnc23)CC1`?
BLM helicase inh: -3%; G9a inh: -41%[0.0925 µM]; PGK inhibitor: -5%; HP1b chromo inh: 12%; POLI inh: 8%; GLS inhibitor: 0%; JMJD2A Tudor: -2%; BAZ2B inh: 4%; Pin1 inhibitor: 3%

Results for Cc1ccc(C(=O)Nc2ccccc2Cl)cc1 ?
BLM helicase inh: -5%; G9a inh: 22%[0.501 µM]; PGK inhibitor: -2%; HP1b chromo inh: 65%[activator]; POLI inh: 26%; GLS inhibitor: 6%; JMJD2A Tudor: 4%; BAZ2B inh: 8%; Pin1 inhibitor: -4%

Results for Cc1c(C(=O)O)cnc2c([N+](=O)[O-])cnn12 ?
BLM helicase inh: 2%; G9a inh: 56µM*; PGK inhibitor: -9%; HP1b chromo inh: -1%; POLI inh: 60%[activator]; GLS inhibitor: inconclusive; JMJD2A Tudor: 8.9µM*; BAZ2B inh: -26%; Pin1 inhibitor: -6%

How did Cc1ccc(S(=O)(=O)Oc2ccc(C)cc2/C=N/N=C2\NC(=O)C(C)S2)cc1 (centres undefined) do in these assays?
BLM helicase inh: -11%; G9a inh: -8%[59 µM]; PGK inhibitor: 9%; HP1b chromo inh: 20%; POLI inh: 2%; GLS inhibitor: 26%; JMJD2A Tudor: inconclusive; BAZ2B inh: -11%; Pin1 inhibitor: -1%

How did O=C(O)CSc1nc2ccccc2c(=O)[nH]1 do in these assays?
BLM helicase inh: -2%; G9a inh: inconclusive; PGK inhibitor: -8%; HP1b chromo inh: 15%; POLI inh: inconclusive; GLS inhibitor: -1%; JMJD2A Tudor: -17%; BAZ2B inh: -12%; Pin1 inhibitor: 6%

How did COc1cc(-n2c(=O)c3ccccc3n(CC(=O)c3ccc(Br)cc3)c2=O)cc(OC)c1OC do in these assays?
BLM helicase inh: 0%; G9a inh: 14%[59 µM]; PGK inhibitor: -2%; HP1b chromo inh: 29%; POLI inh: 18%; GLS inhibitor: 9%; JMJD2A Tudor: -8%; BAZ2B inh: -24%; Pin1 inhibitor: 0%

Results for CCn1cc(C(=O)NCCCOC(C)C)c(=O)c2cc(S(=O)(=O)N3CCc4ccccc4C3)ccc21 ?
BLM helicase inh: -3%; G9a inh: 22%[59 µM]; PGK inhibitor: 3%; HP1b chromo inh: 54%[activator]; POLI inh: 28%; GLS inhibitor: 10%; JMJD2A Tudor: -27%; Pin1 inhibitor: 1%

What do the screens show for `COc1cc(C(=O)NCCN2CCN(C(=O)c3cc(OC)c(OC)c(OC)c3)CC2)cc(OC)c1OC`?
BLM helicase inh: -2%; G9a inh: 33%; PGK inhibitor: inactive; HP1b chromo inh: 33%; POLI inh: 11%; GLS inhibitor: 1%; JMJD2A Tudor: -2%; BAZ2B inh: -2%; Pin1 inhibitor: -3%

How did O=C(CCC1N=C2c3ccccc3N=C(SCC(=O)Nc3ccc(F)cc3)N2C1=O)NCc1cccs1 (centres undefined) do in these assays?
BLM helicase inh: -4%; G9a inh: 4%[59 µM]; PGK inhibitor: -4%; HP1b chromo inh: 9%; POLI inh: 16%; GLS inhibitor: -8%; JMJD2A Tudor: -13%; BAZ2B inh: -20%; Pin1 inhibitor: 89%[activator]

Results for CCC1Nc2ncnc(N3CCOCC3)c2N(Cc2ccc(Cl)cc2)C1=O (centres undefined) ?
PGK inhibitor: 8%; HP1b chromo inh: 50%[activator]; POLI inh: 37%[activator]; GLS inhibitor: 3%; JMJD2A Tudor: -12%; Pin1 inhibitor: -2%

What do the screens show for `CCOC(=O)c1ccc(N/C=C/C(=O)c2ccco2)cc1`?
BLM helicase inh: -7%; G9a inh: 13%; PGK inhibitor: -5%[11.5 µM]; HP1b chromo inh: 32%[activator]; POLI inh: -26%; GLS inhibitor: -11%; JMJD2A Tudor: -14%; BAZ2B inh: -5%; Pin1 inhibitor: 4%

How did Cc1nc(SCC(=O)Nc2ccc3c(c2)OCCO3)nc(C)c1C do in these assays?
BLM helicase inh: 1%; G9a inh: 22µM*; PGK inhibitor: -9%; HP1b chromo inh: 56%[activator]; POLI inh: 56%[activator]; GLS inhibitor: 3%; JMJD2A Tudor: -9%; BAZ2B inh: -11%; Pin1 inhibitor: -6%

What do the screens show for `CCOc1cc2[nH]c(=O)n(Cc3cccc(OC)c3)c(=O)c2cc1OCC`?
BLM helicase inh: 2%; G9a inh: 21%[59 µM]; PGK inhibitor: 2%; HP1b chromo inh: 17%; POLI inh: 8%; GLS inhibitor: 0%; JMJD2A Tudor: -6%; BAZ2B inh: 4%; Pin1 inhibitor: 3%

Results for O=C1OCCN1C(=O)[C@H]1[C@H](c2ccc(Cl)cc2)C(c2ccc(F)cc2)=NN1c1ccccc1 ?
BLM helicase inh: -16%[75.6 µM]; G9a inh: 94%[activator][59 µM]; PGK inhibitor: -2%; HP1b chromo inh: 106%[activator]; POLI inh: -20%; GLS inhibitor: 1%; JMJD2A Tudor: -2%; Pin1 inhibitor: inconclusive

What do the screens show for `COc1ccc([C@H]2CC(=O)C=C(c3cccc(F)c3OC)C2)cc1`?
G9a inh: -5%[0.501 µM]; PGK inhibitor: -5%; HP1b chromo inh: 58%[activator]; POLI inh: 6%; GLS inhibitor: -3%; JMJD2A Tudor: 15%; BAZ2B inh: 18%; Pin1 inhibitor: -1%

What do the screens show for `Cc1cccc(C(=O)N2CCC(=O)N(C(COCc3cccc(Cl)c3)Cc3ccccc3)CC2)c1` (centres undefined)?
BLM helicase inh: -9%; G9a inh: 79µM*; PGK inhibitor: -6%; HP1b chromo inh: 57%[activator]; POLI inh: -16%; GLS inhibitor: -1%; JMJD2A Tudor: -17%; BAZ2B inh: -8%; Pin1 inhibitor: 7%

Results for CCOC(=O)c1ccc(NC(=O)CCNC(=O)c2ccc([N+](=O)[O-])cc2)cc1 ?
BLM helicase inh: 2%; G9a inh: 5%[59 µM]; PGK inhibitor: -3%; HP1b chromo inh: 21%; POLI inh: 24%; GLS inhibitor: 7%; JMJD2A Tudor: -14%; BAZ2B inh: -23%; Pin1 inhibitor: -7%

Results for COc1cc(OC)c(OC)cc1CNc1cc(C)ccc1OC ?
BLM helicase inh: -4%; G9a inh: 7.9µM*; PGK inhibitor: inactive; HP1b chromo inh: inconclusive; POLI inh: 48%[activator]; GLS inhibitor: 21%; JMJD2A Tudor: 40µM*; Pin1 inhibitor: -2%

Results for Oc1ccccc1N=N/C(=N/Nc1ccccc1O)c1ccccc1 ?
G9a inh: 7%[2.33 µM]; PGK inhibitor: -4%; HP1b chromo inh: -2%; POLI inh: inconclusive; GLS inhibitor: inconclusive; JMJD2A Tudor: -35%; BAZ2B inh: inconclusive; Pin1 inhibitor: -1%

What do the screens show for `O=C(Nc1ccc(Cl)cc1)Nc1ccc(-c2cnco2)cc1`?
BLM helicase inh: -5%; G9a inh: 5%; PGK inhibitor: -1%; HP1b chromo inh: 38%; POLI inh: 14%; GLS inhibitor: -1%; JMJD2A Tudor: -16%; BAZ2B inh: 1%; Pin1 inhibitor: 1%
